High-throughput results from PubChem.
GalR3 antag – GalR3 antagonists in HEK293 cells, primary screen, cell-based, fluorescence readout; Galanin receptor type 3 (Homo sapiens), O60755; HEK293 GalR3-CNG cAMP membrane potential fluorescence; galR3 body fused to GalR1 C-terminus; inhibition, % at 3 µM; hit rate 0.44% among 360,000; AID 651719, 2012;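 active = inhibition above the screen-wide average plus 3 SD, cut at about 13% in these data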;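 also: forskolin and galanin both at EC90 stimulate the cells; cAMP rise reported by CNG channel membrane potential dye signal; 0% = forskolin plus galanin with DMSO and 100% = forskolin alone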
Target sequence (O60755 1-299 limits assumed): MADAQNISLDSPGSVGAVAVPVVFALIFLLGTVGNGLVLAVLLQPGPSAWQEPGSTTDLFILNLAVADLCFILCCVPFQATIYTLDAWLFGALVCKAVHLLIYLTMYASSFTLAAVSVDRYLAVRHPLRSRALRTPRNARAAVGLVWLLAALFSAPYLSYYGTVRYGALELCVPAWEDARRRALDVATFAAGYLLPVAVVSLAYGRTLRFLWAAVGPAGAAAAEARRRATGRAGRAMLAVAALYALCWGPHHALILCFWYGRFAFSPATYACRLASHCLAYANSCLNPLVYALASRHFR
* = called active by the depositor.

Screening COc1ccc([C@@H]2CC(=O)[C@@H]3CN(S(=O)(=O)c4ccc(Cl)cc4)[C@H](c4ccc(C)cc4)C[C@@H]3N2S(=O)(=O)c2ccccc2)cc1 returned GalR3 antag 2.
Cn1cnc(S(=O)(=O)N2CCCC(c3cc(C(=O)Nc4ccc(F)c(Cl)c4)no3)C2)c1 (configuration not stated) was read as GalR3 antag -7.
`COCC(=O)Nc1ccc2c(c1)[C@H]1C[C@@H](CC(=O)NCC3CC3)O[C@H](CO)[C@H]1O2` gave GalR3 antag -5.
O=C(NCc1ccco1)c1cccc(-c2cncc3nccn23)c1 was read as GalR3 antag -7.
For CCCS(=O)(=O)NC(=O)C1(C)CCN(C(=O)c2cc(C(C)(C)C)nn2C)C1 (configuration not stated) the results were GalR3 antag 3.
Screening O=C(c1cc(-c2ccccc2)on1)N(Cc1cccnc1)C(c1ccccn1)c1nc2ccccc2[nH]1 (configuration not stated) returned GalR3 antag -5.
For CCC(=O)N1CCCC(C)(C(=O)NS(=O)(=O)c2cccs2)C1 (configuration not stated) the results were GalR3 antag -3.
Screening O=C(NC1CCCC1)C(c1ccccc1)n1c(-c2cccc3ccccc23)nc2ccccc21 (configuration not stated) returned GalR3 antag -11.
O=C(C(=O)N1CCC(CNS(=O)(=O)c2cc(C(F)(F)F)cc(C(F)(F)F)c2)CC1)c1cccs1 was read as GalR3 antag -1.
For NC(c1csc(Nc2ccccn2)n1)C1CCCCC1 (configuration not stated) the results were GalR3 antag -4.
`Cc1ccc(S(=O)(=O)N2[C@H](CC(=O)c3ccccc3)OC[C@@H]2C)cc1` gave GalR3 antag -7.
For CCOC(=O)C1=NOC2(C1)C(=O)Nc1ccc(OC)cc12 (configuration not stated) the results were GalR3 antag 0.
CCCCN(C(C)=O)c1c(CC)nc2ccc(C(=O)NCCc3ccccn3)cn12 was read as GalR3 antag -2.
O=C(Nc1ccc2c(c1)OCO2)C1Cc2c(-c3ccccc3Oc3ccccc3)ccnc2O1 (configuration not stated) was read as GalR3 antag -8.
Screening CN1CCCCC(NC(=O)CCl)C1=O (configuration not stated) returned GalR3 antag -5.
COC(=O)C1=CN(c2cccc(OCc3ccccc3)c2)C(N)=C(C#N)C1c1cccc(OC)c1OC (configuration not stated) was read as GalR3 antag -2.
`O=C(Nc1cccn2nc(COCCO)nc12)C(c1ccccc1)c1ccccc1` gave GalR3 antag -3.
Screening Oc1ccc(F)c(CN2CCN(c3ncc(Cc4ccccc4)cn3)CC2)c1 returned GalR3 antag -6.
For CCCOc1ccc(F)cc1-c1cc(C(=O)NCc2ccccc2)[nH]n1 the results were GalR3 antag 1.
CCCCn1nnnc1C1(C)CCC(=O)N1Cc1cccs1 (configuration not stated) was read as GalR3 antag -5.
`Cc1ccccc1-c1cnc(C(O)c2ccc(F)cc2)[nH]1` (configuration not stated) gave GalR3 antag -2.
Screening CCc1ccc([C@@H]2CC(=O)[C@@H]3CN(S(=O)(=O)c4ccccc4C)[C@H](c4ccc(Cl)cc4)C[C@@H]3N2S(=O)(=O)c2ccc(C)cc2)cc1 returned GalR3 antag -3.
Screening O=C(Nc1cc(Br)ccc1F)c1nc[nH]c1C(=O)NCc1ccccc1 returned GalR3 antag -7.
Screening COc1cccc(C(NC(C)=O)c2nc(-c3cnn(C)c3)cs2)c1 (configuration not stated) returned GalR3 antag -1.
For CC1(C(=O)NCc2ccccc2)CCC(=O)N1CC(F)(F)F (configuration not stated) the results were GalR3 antag -3.
`CC(=O)NC(c1cccc(F)c1)c1nc(-c2ccc3ccccc3c2)cs1` (configuration not stated) gave GalR3 antag -4.
`CCCCN(C)c1c(C)nc2ccc(C(=O)NCc3cccs3)cn12` gave GalR3 antag -8.
For COC(=O)C1=C(C)N(Cc2ccccc2C(F)(F)F)C(=NCc2ccccc2C(F)(F)F)NC1c1ccc(F)cc1 (configuration not stated) the results were GalR3 antag -2.
`O=C(NC1CCCC1)C1c2ccccc2OCC(=O)N1Cc1ccc2c(c1)OCO2` (configuration not stated) gave GalR3 antag -1.
Screening COC(=O)[C@@]12C[C@@H](CC(=O)N3CCOCC3)C(=O)N(Cc3ccccc3)C1=CCC(C)(C)C2 returned GalR3 antag -7.
`Cc1ccc(S(=O)(=O)N2C[C@H]3[C@H]4C(=O)N(Cc5ccccc5)C(=O)[C@H]4CC(=O)[C@H]3[C@@H]2c2ccccc2)cc1` gave GalR3 antag -6.
Screening O=C(Nc1c(-c2ccccc2)[nH][nH]c1=O)c1ccc2ccccc2c1 returned GalR3 antag -6.
Cc1nc2ccc(C(=O)N3CCC(O)(Cc4ccccc4)CC3)cn2c1N(C)C(=O)CCc1ccccc1 was read as GalR3 antag -6.
`CC(=O)Nc1ccc(NC(=O)C2(C)Cc3c(-c4cccc(C(N)=O)c4)ccnc3O2)cc1` (configuration not stated) gave GalR3 antag -6.
Screening CC(=O)Nc1cccc(-c2ccnc3c2CC(C(=O)Nc2ccc(F)c(Cl)c2)O3)c1 (configuration not stated) returned GalR3 antag -3.
CC1(C(=O)NS(=O)(=O)c2cccc(Cl)c2)CCN1C(=O)CCc1ccccc1 (configuration not stated) was read as GalR3 antag -5.
O=S1(=O)CC(N2CCSCC2)CN1Cc1cn(Cc2ccc(F)cc2)nn1 (configuration not stated) was read as GalR3 antag -4.
For CCCCNC(=O)c1nc(C2CCNCC2)oc1-c1ccccc1 the results were GalR3 antag -8.
For CC1=C(C(=O)N2CCCCCC2)CC(CC(=O)NC2CCCC2)C(=O)N1Cc1ccc(C(C)(C)C)cc1 (configuration not stated) the results were GalR3 antag -5.
For COc1ccc(OC(=O)N(C)C[C@@H]2OCc3cn(nn3)CCCC(=O)N([C@H](C)CO)C[C@H]2C)cc1 the results were GalR3 antag 0.
O=S1(=O)N[C@@H](Cc2ccccc2)COc2cccc(N3CCC[C@@H]3CO)c21 was read as GalR3 antag -2.
For COc1ccc(Sc2ccc(NC(=O)c3cccc(Cl)c3)cc2C#N)cc1 the results were GalR3 antag -5.
`CCOC(=O)C1(C)CCCCCN1C(=O)c1ccc(Cl)nc1` (configuration not stated) gave GalR3 antag -6.
Screening NC(COCc1ccccc1)c1csc(Nc2ccc(C(=O)NCCO)cc2)n1 (configuration not stated) returned GalR3 antag -6.
For Cn1nc(C(C)(C)C)cc1C(=O)N1CCCCC1c1cc(C(=O)Nc2ccccc2Cl)no1 (configuration not stated) the results were GalR3 antag -5.
Screening NC(=O)c1c(N)[nH]c(C(=O)c2ccccc2)c1-c1ccncc1 returned GalR3 antag -3.
`O=C1[C@@H](c2ccccc2)[C@@H](c2ccccc2)N1c1ccccc1` gave GalR3 antag -1.
Cc1ccc(C=C(C#N)C(=O)c2ccccc2)cc1 was read as GalR3 antag 5.
COCCNC(=O)c1sc(=O)n(Cc2ccc(SC)cc2)c1C was read as GalR3 antag -2.
For CCCNC(=O)c1cc(C2CCCCN2C(=O)OCC(C)C)on1 (configuration not stated) the results were GalR3 antag 3.
COCc1cc(N2CCN(C(=O)OC(C)(C)C)C[C@@H]2C)ccc1N1CCS(=O)(=O)CC1 was read as GalR3 antag -2.
COc1cc(CN2CCC(C(=O)NC(c3ccc(F)cc3)c3ncccc3C)CC2)cc(OC)c1 (configuration not stated) was read as GalR3 antag -8.
For CC(C)C[C@H]1CN(CCCC[C@H]2CNC(=O)C(=O)N2Cc2ccccc2)C(=O)C(=O)N1CC1CCCCC1 the results were GalR3 antag -4.
`FC(F)(F)c1ccccc1Cc1c(-c2cccc(Cl)c2)nc2ccc(Cl)cn12` gave GalR3 antag -5.
For CN1CCN(c2ncnc3c2ncn3[C@H]2CN(Cc3ccc(C(=O)O)cc3)C[C@@H](CO)O2)CC1 the results were GalR3 antag -9.
For CCCCCCCCN1C(=O)[C@@H](CC(=O)N2CCCCC2)C[C@@]2(C(=O)OC)C1=C[C@H](C1CCCC1)O[C@@H]2C the results were GalR3 antag 1.
`COCc1cccc(-c2csc(C(C)(O)c3cccc(OC)c3)n2)c1` (configuration not stated) gave GalR3 antag -8.
`c1ccc(-c2ccc3cnccc3n2)cc1` gave GalR3 antag 0.
Screening O=[N+]([O-])c1ccccc1CCO returned GalR3 antag -1.
`CN(Cc1ccccc1)C(=O)c1ccc2sc([C@@H]3O[C@H](CO)[C@H](O)[C@H](O)[C@H]3O)nc2c1` gave GalR3 antag -5.

5 compounds drawn at random from the list so far, as already listed:
Screening NC(COCc1ccccc1)c1csc(Nc2ccc(C(=O)NCCO)cc2)n1 (configuration not stated) returned GalR3 antag -6.
Screening O=C(Nc1c(-c2ccccc2)[nH][nH]c1=O)c1ccc2ccccc2c1 returned GalR3 antag -6.
Screening NC(=O)c1c(N)[nH]c(C(=O)c2ccccc2)c1-c1ccncc1 returned GalR3 antag -3.
For CN1CCN(c2ncnc3c2ncn3[C@H]2CN(Cc3ccc(C(=O)O)cc3)C[C@@H](CO)O2)CC1 the results were GalR3 antag -9.
CC1(C(=O)NS(=O)(=O)c2cccc(Cl)c2)CCN1C(=O)CCc1ccccc1 (configuration not stated) was read as GalR3 antag -5.

The list goes on.
`Nc1[nH]c(C(=O)c2ccccc2)c(-c2ccccc2Br)c1C(=O)c1ccccc1` gave GalR3 antag 0.
Screening CCOC(=O)C1(C)CCN1C(=O)c1cccnc1Oc1ccccc1 (configuration not stated) returned GalR3 antag -2.
C[C@H]1CNC(=O)c2c(C(=O)N3CCN(C(=O)OC(C)(C)C)CC3)ncn21 was read as GalR3 antag -4.
For COc1ccc(N2CCN(c3cc(C(=O)Nc4cc(OC)c(OC)c(OC)c4)ncn3)CC2)cc1OC the results were GalR3 antag -5.
Screening O=C1c2ccccc2C(c2nnnn2-c2ccc3c(c2)OCCO3)N1CCc1ccc(O)cc1 (configuration not stated) returned GalR3 antag -5.
For CCNC(=O)C1CCCN(C(=O)c2cccc(Cl)c2)CC1 (configuration not stated) the results were GalR3 antag -6.
Screening COc1ccc(-c2c(C(=O)c3ccccc3)[nH]c(N)c2C(=O)NCCc2c[nH]c3ccccc23)cc1 returned GalR3 antag -7.
`CC(=O)Nc1cccc(-c2csc(C(O)c3cccc(Cl)c3)n2)c1` (configuration not stated) gave GalR3 antag -7.
C#CCNC(=O)C[C@@H]1C[C@@]2(C(=O)OC)CC(C)(C)CC=C2N(Cc2ccccc2)C1=O was read as GalR3 antag -9.
Screening COc1cccc(-c2cnc(C(O)c3cccc(C)c3C)[nH]2)c1 (configuration not stated) returned GalR3 antag -4.

Compounds above that contain a thiophene ring, fused or not:
For CCC(=O)N1CCCC(C)(C(=O)NS(=O)(=O)c2cccs2)C1 (configuration not stated) the results were GalR3 antag -3.
O=C(C(=O)N1CCC(CNS(=O)(=O)c2cc(C(F)(F)F)cc(C(F)(F)F)c2)CC1)c1cccs1 was read as GalR3 antag -1.
CCCCn1nnnc1C1(C)CCC(=O)N1Cc1cccs1 (configuration not stated) was read as GalR3 antag -5.
`CCCCN(C)c1c(C)nc2ccc(C(=O)NCc3cccs3)cn12` gave GalR3 antag -8.

The results go on.
For OCc1ccccc1-c1ccc2nccn2c1 the results were GalR3 antag -5.
`CC(=O)C1=C(C)NC(=S)NC1c1ccccc1` (configuration not stated) gave GalR3 antag 4.
For CC1(Br)C(Sc2ccccc2[N+](=O)[O-])=Nc2ccccc21 (configuration not stated) the results were GalR3 antag -6.
For Cn1ccc2c(N3CCCC3)cc3c(c21)C1CCC3O1 (configuration not stated) the results were GalR3 antag -5.
Cc1cc2nc(-c3nnnn3Cc3ccccc3)c(=O)[nH]c2cc1C was read as GalR3 antag -7.
For CCc1nc2ccc(C(=O)NCC3CCCCC3)cn2c1N(C)Cc1nccs1 the results were GalR3 antag -3.
For CN(Cc1ccccc1)Cc1cc(=O)oc2ccccc12 the results were GalR3 antag 0.
`CCc1nc2ccc(C(=O)N3CCN(C)CC3)cn2c1N(CCC(C)C)CCN(C)C` gave GalR3 antag 0.
`CCN1C(=O)N2C[C@H]3CON(C)[C@H]3C[C@H]2c2ccccc21` gave GalR3 antag -7.
`O=C1Nc2ccccc2C(=O)N2c3ccccc3NC(=O)C12` (configuration not stated) gave GalR3 antag -8.
`CCCCCCn1cc(CN2CC(N3CCN(Cc4cccc(C)c4)CC3)CS2(=O)=O)nn1` (configuration not stated) gave GalR3 antag -6.
Screening CC(=O)Nc1ccc(C(=O)N2CCCC(c3cc(C(=O)NCc4cccnc4)no3)C2)cc1 (configuration not stated) returned GalR3 antag -8.

Ordered by heavy-atom count (ascending): seven of the compounds above
`CC(=O)C1=C(C)NC(=S)NC1c1ccccc1` (configuration not stated) gave GalR3 antag 4.
For Cn1ccc2c(N3CCCC3)cc3c(c21)C1CCC3O1 (configuration not stated) the results were GalR3 antag -5.
For CN(Cc1ccccc1)Cc1cc(=O)oc2ccccc12 the results were GalR3 antag 0.
`O=C1Nc2ccccc2C(=O)N2c3ccccc3NC(=O)C12` (configuration not stated) gave GalR3 antag -8.
Cc1cc2nc(-c3nnnn3Cc3ccccc3)c(=O)[nH]c2cc1C was read as GalR3 antag -7.
For CCc1nc2ccc(C(=O)NCC3CCCCC3)cn2c1N(C)Cc1nccs1 the results were GalR3 antag -3.
Screening CC(=O)Nc1ccc(C(=O)N2CCCC(c3cc(C(=O)NCc4cccnc4)no3)C2)cc1 (configuration not stated) returned GalR3 antag -8.

The list is partial; the hit share may differ from the screen's.
